Screens: PubChem, PCMD
CatL block = blocks human cathepsin L protease activity. 58,000 tested, 0.17% active. AID 460. inhibition, %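 (tested at 10 µM)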. purified cathepsin L, fluorogenic substrate, fluorescence. P07711; in the data active means inhibition above about 45%;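 further: 0% = enzyme with no compound and 100% = no enzyme blank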
Target sequence (P07711 114-288 limits assumed): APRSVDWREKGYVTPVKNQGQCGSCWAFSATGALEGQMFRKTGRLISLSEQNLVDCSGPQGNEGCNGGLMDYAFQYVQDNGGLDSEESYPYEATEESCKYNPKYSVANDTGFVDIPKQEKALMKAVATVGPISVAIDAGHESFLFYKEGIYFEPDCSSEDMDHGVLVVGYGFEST
Target sequence (P07711 292-333 limits assumed): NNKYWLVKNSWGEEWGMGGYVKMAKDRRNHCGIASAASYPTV
E coli RNAP = inhibitors of Escherichia coli RNA polymerase; 62,000 tested, 0.2% active; P0A8V2; inhibition, %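 (tested at 10 µM)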; E. coli RNA polymerase, fluorescence transcription assay; in the data active means inhibition above about 20%;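 further: 0% = enzyme without compound and 100% = no enzyme blank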
Cathepsin G inh = cathepsin G (human) inhibition; purified enzyme, AMC-tetrapeptide fluorescence, pooled mixtures; inhibition, % at 5 µM (by protocol); P08311; 62,000 tested, 0.2% active;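 active means inhibition above 20% in each of the two mixture wells holding the compound; inactive means inhibition of 20% or less in either well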;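 further: 0% = enzyme control without mixture and 100% = blank lacking enzyme; strong numbers were not always called active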
Target sequence (P08311 21-244 limits assumed): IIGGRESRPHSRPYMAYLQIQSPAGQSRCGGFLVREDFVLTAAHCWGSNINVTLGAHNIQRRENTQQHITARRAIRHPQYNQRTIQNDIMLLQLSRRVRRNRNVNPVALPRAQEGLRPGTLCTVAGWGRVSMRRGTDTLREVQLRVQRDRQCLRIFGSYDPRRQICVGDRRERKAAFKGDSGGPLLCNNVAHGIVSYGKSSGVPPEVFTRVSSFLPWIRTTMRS
CatS inh = blocks human cathepsin S protease activity. AID 501. recombinant cathepsin S, AMC dipeptide fluorescence, pooled mixtures. P25774. 62,000 tested, 0.06% active. inhibition, %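 (tested at 5 µM per compound within 10-compound mixtures)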; in the data active means inhibition above about 32%, passing the limit was not always enough; inconclusive means no clear call, values can overlap the other calls;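 further: 0% = enzyme without compound and 100% = blank without enzyme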
Target sequence (P25774 115-331 limits assumed): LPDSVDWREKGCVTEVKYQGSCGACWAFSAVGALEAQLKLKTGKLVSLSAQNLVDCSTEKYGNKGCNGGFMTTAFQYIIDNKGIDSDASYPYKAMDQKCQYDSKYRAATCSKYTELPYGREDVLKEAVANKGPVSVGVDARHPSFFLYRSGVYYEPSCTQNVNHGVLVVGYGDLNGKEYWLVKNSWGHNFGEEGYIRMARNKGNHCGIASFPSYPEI
CatB mixtures = inhibitors of human cathepsin B in compound mixtures | P07858 | Purified cathepsin B, AMC dipeptide fluorescence | inhibition, %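 (ten-compound pools at 5 µM per compound and 50 µM total)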 | 62,000 tested, 0.06% active | AID 488; in the data active means inhibition above about 22%, passing the limit was not always enough; inconclusive means no clear call, values can overlap the other calls;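 further: 0% = enzyme without compound and 100% = no enzyme blank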
C1s inh = blocks human complement C1s protease activity; P09871; purified C1s, fluorogenic AMC substrate, pooled mixtures; mean inhibition % of two 10-compound mixtures (stronger effect = higher value), % at 5 µM (by protocol); 62,000 tested, 0.16% active; AID 538;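 active means inhibition above 20% in each of the two 10-compound mixture wells holding the compound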;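 further: 0% = enzyme wells lacking compound mixture and 100% = no-enzyme blank wells; some compounds called inactive have numbers as strong as hits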
AP complement = alternative pathway complement inhibition, orthogonal assay. inhibition, % at 5 µM. 62,000 tested, 0.08% active. Human serum alternative complement pathway, LPS-coated ELISA, C3 deposition; tested in compound mixtures;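 active means inhibition above 30% in each of the two pooled mixtures holding the compound, so the lower value exceeds 30%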;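 further: 0% = serum in Mg-EGTA without compound and 100% = EDTA serum blank; some compounds past the cut are filed as inactive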
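Medium: diluted human serum in Mg2+-EGTA GVB++. Assay system: human serum complement alternative pathway, C3 deposition onto LPS. Also added: Plate-bound LPS. Technique: Anti-C3 ELISA, OD 450 nm. Measure: percent inhibition. Incubation: 1 h at 37 °C. Dosing: 5 µM each compound, pools of ten, 50 µM per pool.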
CatB block = blocks human cathepsin B protease activity. 63,000 tested, 0.1% active. AID 453. inhibition, %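 (tested at 10 µM)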. P07858. purified cathepsin B, fluorogenic substrate, fluorescence; in the data active means inhibition above about 21%;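 further: 0% = enzyme with no compound and 100% = no enzyme blank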
FXIa mix inh = factor XIa (human) inhibition, mixture screen | P03951 | purified FXIa, fluorogenic substrate, pooled mixtures | inhibition, % at 5 µM | 62,000 tested, 0.19% active | AID 680; in the data active means inhibition above about 20%, passing the limit was not always enough;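 further: each value is inhibition by a whole ten-compound pool holding the compound; 0% = enzyme with no mixture and 100% = wells lacking enzyme; strong numbers were not always called active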
Active calls of the source: *; ? = inconclusive; . = no result given. This is a subset (hit frequency here may not be typical).

SMILES	CatL block	E coli RNAP	Cathepsin G inh	CatS inh	CatB mixtures	C1s inh	AP complement	CatB block	FXIa mix inh
Cc1nc(N)c(C#N)c(-c2cccnc2)c1C	0	2	-29	-18	-9	-44	3	7	-24
Fc1ccc(-c2nnn(Cc3nc4ccccc4s3)n2)cc1	22	9	0	9	1	-12	-20	6	6
Cc1cccc(NC(=O)c2cnc3sccn3c2=O)c1	14	12	2	17	4	0	12	-1	9
CN(c1ccccc1C(=O)Nc1ccc2c(c1)OCCO2)S(C)(=O)=O	-6	5	3	-2	9	6	14	2	6
O=C(O)CCC(=O)N1CCN(c2ccccn2)CC1	-7	1	5	-5	2	-16	15	-3	3
Cc1ccc(CNC(=O)Cn2ccc3ccccc3c2=O)o1	9	3	12	9	2	-4	17	0	16
COc1cc(C(=O)NCc2ccco2)cc(OC)c1OC	13	6	24	21	7	-6	6	-3	1
COc1ccc2occ(C(=O)c3coc4ccc(O)c(CN(C)C)c34)c2c1	6	3	-8	5	3	-5	-7	1	4
O=C1CC(NCCN2CCOCC2)C(=O)N1Cc1ccc(N2CCCC2=O)cc1 (centres undefined)	4	0	-2	14	2	-3	-1	4	6
CCCCN1C(=O)c2ccccc2C1C(=O)NC1CCCC1 (centres undefined)	-9	-1	-1	-3	3	-26	14	-5	3
Cc1ccc2oc(=O)c3cnn(CC(=O)N4CCCc5ccccc54)c3c2c1	9	-5	2	18	-2	-3	12	0	3
Cc1cc(C(=O)NCc2ccccc2Br)no1	10	5	-1	7	-4	-7	3	0	3
COc1cccc(-c2n[nH]c(=S)n2Cc2ccco2)c1OC	0	2	-4	-9	0	-18	-3	-4	-3
COc1cccc(-n2ccnc2SCC(=O)Nc2cc(OC)ccc2OC)c1	4	9	-3	6	3	-38	2	5	5
C#CCOC(=O)CCC(=O)Nc1cc(OC)nc(OC)n1	3	5	1	15	-2	-7	-2	2	1
C=CCn1c(C)cc(C(=O)COc2nncc3ccccc23)c1C	-11	-1	8	0	3	2	18	3	1
CCN(CC)C(=O)C1CCCN(Cc2ccccc2F)C1 (centres undefined)	.	.	3	-1	-1	-17	19	.	-2
COCc1cc(C)nc(N2CCOCC2)c1C#N	-30	-14	-4	-8	-2	-20	13	-5	2
Cc1ccc(C)n1NC(=O)c1cccs1	-1	2	1	20	-1	-13	8	2	8
Cc1ccc(NC2=CC(=O)CCC2)cc1C	-3	7	-3	14	6	0	0	8	6
CCOC(=O)CSc1ncnc2c1nnn2-c1ccc(F)cc1	-8	1	12	-7	3	16	13	1	7
c1ccc(CC2CCN(Cc3nc(-c4ccccc4)no3)CC2)cc1	0	4	5	2	11	7	11	1	7
CCN(CC)C(=O)C1CCCN(Cc2ccc(OC)c(C)c2)C1 (centres undefined)	3	.	6	-3	2	7	9	0	4
CC(C)Oc1ccc2c(=O)c(-c3ccccc3)coc2c1	14	11	3	16	4	2	7	2	-1
CCOC(=O)Cn1nc(-c2ccc(Cl)cc2)cc1N	8	19	10	20	7	19	-2	4	11
CCN1CCN(CC(=O)Nc2ccc3c(c2)OCCO3)C(=O)C1=O	-6	4	5	-1	3	3	17	-1	-2
Cc1ccccc1Cn1ccc(NC(=O)c2cnn3c(C(F)(F)F)cc(-c4ccco4)nc23)n1	-4	4	7	-5	-9	-19	6	1	-1
CCOC(=O)c1c(C)n(C)c2ccc(OCC(O)CN3CCC(C)CC3)cc12 (centres undefined)	-4	-1	8	-4	2	7	20	-1	4
CC(C)CCn1cnc2c([nH]c3cccc(Cl)c32)c1=O	12	2	9	1	-1	9	5	5	0
COc1cc(C(=O)NCCC(=O)NCc2ccc3c(c2)OCO3)cc(OC)c1OC	7	0	-5	7	-6	26	-3	3	3
CCN(CCNC(=O)C1CCN(S(C)(=O)=O)CC1)c1ccccc1	0	12	2	9	8	3	6	-3	11
COc1cccc(C2C(C(=O)c3sc(C)nc3C)=C(O)C(=O)N2CCN(C)C)c1OC (centres undefined)	22	10	10	0	2	12	5	3	3
COc1cc(NC(=O)c2ccco2)c(OC)cc1NC(=O)CCC(=O)Nc1cc(C)ccc1C	11	11	11	16	3	5	-6	2	1
COc1cccc(N2CCN(C(=O)C3C4C=CC5(CN(Cc6ccccc6Cl)C(=O)C35)O4)CC2)c1 (centres undefined)	7	8	11	-1	4	14	-1	2	4
CC1CC2(CC(C)(C(=O)CSc3nc4ccccc4s3)OC2=O)C(=O)O1 (centres undefined)	22	7	11	8	-3	3	0	1	2
OCCN(Cc1ccccc1)CC1CCCCC1	.	1	10	-3	6	20	17	.	16
CCOC(=O)C1=C(N)OC2=C(C(=O)CC(C)(C)C2)C1c1cccnc1 (centres undefined)	0	-2	3	1	1	3	-6	3	10
COCCOC(=O)C1=C(C)NC2=C(C(=O)CCC2)C1c1ccc(N(C)C)cc1 (centres undefined)	-8	3	7	1	1	0	10	2	-2
Cc1ccc2c(c1)N(CCC(=O)NCc1ccccn1)C(=O)CO2	5	4	-2	1	0	4	8	-2	2
CCOC(=O)c1cnc(SCc2nc(N)nc(Nc3ccc(F)cc3)n2)nc1N	-2	2	1	-7	5	-2	21	0	6

5 compounds from above, ordered by the value under C1s inh, lowest first:
Structure	C1s inh
CCOC(=O)C1=C(N)OC2=C(C(=O)CC(C)(C)C2)C1c1cccnc1 (centres undefined)	3
Cc1ccc2c(c1)N(CCC(=O)NCc1ccccn1)C(=O)CO2	4
c1ccc(CC2CCN(Cc3nc(-c4ccccc4)no3)CC2)cc1	7
COc1cccc(C2C(C(=O)c3sc(C)nc3C)=C(O)C(=O)N2CCN(C)C)c1OC (centres undefined)	12
CCOC(=O)CSc1ncnc2c1nnn2-c1ccc(F)cc1	16

(continued)
SMILES	CatL block	E coli RNAP	Cathepsin G inh	CatS inh	CatB mixtures	C1s inh	AP complement	CatB block	FXIa mix inh
Cc1ccc(C)c(NC(=O)CSc2n[nH]c(-c3ccncc3)n2)c1	5	8	14	-11	5	0	13	4	3
CC(NC(=O)c1cc2ccccc2o1)C(=O)O (centres undefined)	-3	44*	-1	-2	8	-3	22	-8	8
Cc1oc(-c2ccc(Cl)cc2)nc1CS(=O)CC(=O)NCCCN(C)C1CCCCC1 (centres undefined)	9	7	13	3	4	12	15	-3	6
CC(C)[C@H](NC(=O)OC(C)(C)C)c1nnc(SCc2cccc(F)c2)o1	-1	5	-1	-9	-14	-50	24	1	-10
CCn1c(SCC(=O)C(C)(C)C)nnc1-c1cnccn1	-3	3	-3	-4	4	-4	2	3	3
CS(=O)(=O)c1nc(-c2cccs2)cc(C(F)(F)F)n1	-1	1	3	-5	0	-20	14	1	2
Cc1nn2c(-c3ccncc3)nnc2c2ccccc12	4	4	2	21	1	-7	2	-5	9
CCC1CCCCN1C(=O)CSc1nc(N)c(NC(=O)c2ccc(OC)c(OC)c2)c(=O)[nH]1 (centres undefined)	-2	4	-1	-2	4	-1	16	-2	5
CSc1nnc(CNC(=O)c2ccccc2)n1-c1cccc(C)c1	5	8	-1	12	3	1	2	0	12
O=C(CCn1c(=O)oc2ccccc21)NCc1ccc2c(c1)OCO2	3	3	7	1	3	-3	15	1	-4
Cc1cc(C)c2c(n1)nn1c(NCCCn3ccnc3)cc(C)nc21	-10	.	-8	0	4	-43	9	-3	-1
CC1CCCCN1C(=O)Cn1c(=O)oc2ccccc21 (centres undefined)	2	-2	-6	-5	1	-6	-20	0	3
Fc1ccc(CN2CCCCCC2)c(F)c1	.	.	4	-2	-1	1	22	.	0
Cc1ccc2c(c1)cc(CN(Cc1ccco1)C(=O)COc1ccccc1)c1nnnn12	3	0	-5	3	3	1	12	2	3
O=C(Nc1cc(C(F)(F)F)ccc1N1CCOCC1)c1c(F)c(F)c(F)c(F)c1F	2	9	12	4	7	11	15	4	1
CS(=O)(=O)NCc1ccc(C(=O)NCCOc2ccccc2)cc1	-1	3	-2	14	4	-2	-13	6	4
O=C(CCCn1c(=S)[nH]c2cc3c(cc2c1=O)OCO3)N1CCN(c2ncccn2)CC1	20	9	-1	12	2	-2	4	6	5
Cc1ccc(C)n1-c1ccc(N2CCOCC2)nc1	-12	1	5	-7	1	13	13	2	0
CN(c1ccccc1C(=O)Nc1ccc(S(=O)(=O)N2CCCCC2)cc1)S(C)(=O)=O	10	1	-3	1	1	-19	7	3	-4
Cc1cc(NC(=O)COc2ccc3oc4ccccc4c3c2)no1	-2	3	-1	0	0	-29	9	-4	2

6 entries from above, with values under each structure.
Every second line gives: CatL block, E coli RNAP, Cathepsin G inh, CatS inh, CatB mixtures, C1s inh, AP complement, CatB block, FXIa mix inh
> CS(=O)(=O)c1nc(-c2cccs2)cc(C(F)(F)F)n1
→ -1, 1, 3, -5, 0, -20, 14, 1, 2
> Cc1nn2c(-c3ccncc3)nnc2c2ccccc12
→ 4, 4, 2, 21, 1, -7, 2, -5, 9
> CCC1CCCCN1C(=O)CSc1nc(N)c(NC(=O)c2ccc(OC)c(OC)c2)c(=O)[nH]1 (centres undefined)
→ -2, 4, -1, -2, 4, -1, 16, -2, 5
> CSc1nnc(CNC(=O)c2ccccc2)n1-c1cccc(C)c1
→ 5, 8, -1, 12, 3, 1, 2, 0, 12
> O=C(CCn1c(=O)oc2ccccc21)NCc1ccc2c(c1)OCO2
→ 3, 3, 7, 1, 3, -3, 15, 1, -4
> Cc1cc(C)c2c(n1)nn1c(NCCCn3ccnc3)cc(C)nc21
→ -10, ., -8, 0, 4, -43, 9, -3, -1

Next entries:
SMILES	CatL block	E coli RNAP	Cathepsin G inh	CatS inh	CatB mixtures	C1s inh	AP complement	CatB block	FXIa mix inh
CCOc1ccc(NC2c3ccccc3C(=O)N2Cc2ccco2)cc1 (centres undefined)	20	2	-10	?	3	-14	-14	2	-3
CC1(C)C(c2ccc(Cl)cc2)=[N+]([O-])C2(CCCC/C2=N\O)N1O (centres undefined)	9	6	4	-12	-3	-49	4	4	-1
CC(C)Sc1nc(-c2cccs2)nc2c1c(=O)n(C)c(=O)n2C	.	-4	-1	18	0	-2	26	-1	3
Cc1ccc(-n2c(=O)cc(N3CCN(C(=O)c4ccco4)CC3)[nH]c2=O)cc1	-5	-3	6	-1	1	4	16	2	3
